# SW480 rereplic: A quantitative high throughput screen for small molecules that induce DNA re-replication in SW480 colon adenocarcinoma cells; SW480 DNA re-replication, Hoechst DNA content imaging, 48 h; Potency, µM (doses to about 46.1 µM), for the others: at the highest dose re-replication activation, hits mostly activators; 340,000 compounds, 1.8% hits; AID 624297, 2012; note: potency is the fitted concentration of half-maximal effect; % of control where 0% means no effect; nearly all actives have a fitted effect of over 55% in size
#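 Compounds, transferred as 23 nL by pin tool, were incubated with cells for 48 hr; DNA content per nucleus was then quantified by Hoechst staining and fluorescence plate imaging.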
# ATXN2 expr inh: Primary qHTS for Inhibitors of ATXN expression; Potency, µM (doses to about 57 µM), inactives show at the highest dose activity change, negative = inhibition, actives largely listed as inhibitors; 360,000 compounds, 0.72% hits; AID 1745845, 2022; HEK-293 ATXN2-luciferase reporter, luminescence, 24 h; note: potency is the fitted concentration of half-maximal effect; % is set by controls: 0 for no effect and ±100 for the full control effect; nearly all actives have a fitted effect of over 55% in size
#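 ATXN2-luciferase reporter cells (luciferase flanked by upstream and downstream ATXN2 gene portions) were treated 24 h at 37 °C with compounds at up to 57 uM. SteadyGlo luminescence gave expression; GF-AFC fluorescence gave viability.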
# HT1080 IDH1KD tx: qHTS for induction of synthetic lethality in tumor cells producing 2HG: qHTS for the HT-1080-IDH1KD cell line; AID 686971, 2013; HT-1080 IDH1 knockdown viability, ATP luminescence, 48 h; Potency, µM (highest dose often 46.1 µM), inactives show top-dose activity, negative = toxicity, usual class: cytotoxic; 360,000 compounds, 2% hits;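 note: potency is the fitted concentration of half-maximal effect; 0% = DMSO wells and -100% = cell-free medium wells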
#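 Assay cells: HT-1080 with IDH1 knockdown, 750 per well, RPMI/5% FBS. Exposure: 48 h at 37 °C following 2 h pre-incubation. Read: CellTiter-Glo luminescence; fitted concentration-response, curve class assigned.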
# HT1080-NT tox: qHTS for induction of synthetic lethality in tumor cells producing 2HG: qHTS for the HT-1080-NT fibrosarcoma cell line; HT-1080-NT fibrosarcoma viability, CellTiter-Glo ATP luminescence, 48 h; Potency, µM (titrated, usually from 46.1 µM), inactives show at the top dose activity, negative = less viability, most hits filed as cytotoxic; 360,000 compounds, 1.6% hits; AID 686970, 2013;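 note: NT is the 2HG producing partner of a matched IDH1 knockdown line; potency is the fitted concentration of half-maximal effect; 0% = DMSO-treated cells and -100% = media-only wells without cells; nearly all actives have a fitted effect of over 55% in size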
#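 Viability by CellTiter-Glo luminescence after 48 h compound exposure at 37C of HT-1080-NT cells (750/well, RPMI, 5% FBS). % activity scaled between DMSO wells and medium-only wells, then curve-fitted and categorized by curve class.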
# ATXN viability: Viability Counterscreen for Primary qHTS for Inhibitors of ATXN expression; 400,000 compounds, 0.49% hits; S2 cells (HEK-293 line with an ATXN2-luciferase reporter) viability, CellTiter-Fluor protease fluorescence, 24 h; Potency, µM (series often up to 56.7 µM), usual class: cytotoxic; AID 651635, 2014; note: potency is the fitted concentration of half-maximal effect; nearly all actives have a fitted effect of over 40% in size
# KB-3-1 cytotox: qHTS assay for MDR1-selective chemotherapeutics: Primary screen using the parental adenocarcinoma cell KB-3-1. KB-3-1 viability, CellTiter-Glo ATP luminescence, 72 h. Potency, µM (top dose mostly 46.1 µM), for inactives: at the highest dose activity change, negative = cytotoxic, usual class: cytotoxic. 400,000 compounds, 1.4% hits; note: potency is the fitted concentration of half-maximal effect; % is set by controls: 0 for no effect and ±100 for the full control effect; nearly all actives have a fitted effect of over 60% in size
#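 Multi-concentration cytotoxicity screen in KB-3-1 cells grown in DMEM lacking phenol red with 10% FBS. After 72 h at 37 °C with compound, ATP-dependent luminescence was recorded.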
# MCF10A rerep: A quantitative high throughput screen for small molecules that induce DNA re-replication in MCF 10a normal breast cells; MCF 10A DNA re-replication, Hoechst nuclear intensity, 48 h; AID 624296, 2012; 350,000 compounds, 2.9% hits; Potency, µM (top dose mostly 46.1 µM), without a hit: at the highest dose activity, positive = re-replication, hits mostly activators; note: potency is the fitted concentration of half-maximal effect; % of control where 0% means no effect; nearly all actives have a fitted effect of over 50% in size
# HepG2 viability: qHTS for Inhibitors of TGF-b: Cytotox Counterscreen; AID 588856, 2011; HepG2 CAGA-GFP viability, ATP luminescence, 18 h; Potency, µM (series often up to 46.1 µM), for inactives: at the highest dose activity change, negative = cytotoxicity, actives largely listed as cytotoxic; 410,000 compounds, 0.76% hits; note: potency is the fitted concentration of half-maximal effect; some results filed as inactive show a strong effect at the top dose
#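 CellTiter-Glo luminescence gave cytotoxicity after 18 hours at 37 degrees C. The cells were HepG2 CAGA-GFP in 1% FBS DMEM, stimulated with 500 pg/mL TGF-beta after compound addition. %Activity was normalised to no-cell wells (complete cell-killing) and DMSO (no toxicity), and curves were fitted and classified.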
# IL1B secr inh: qHTS for Inhibitors of Inflammasome Signaling: IL-1-beta AlphaLISA Primary Screen; THP-1 LPS/ATP IL-1B secretion, AlphaLISA, 16 h; hits give low values; activity change, % at 57.5 µM; 360,000 compounds, 4.7% hits; in the data active = activity change below about -50%; inconclusive = mostly about -30% to -49%; note: % is set by controls: 0 for no effect and ±100 for the full control effect
#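 Secreted IL-1B measured by AlphaLISA bead assay after 16 h compound exposure of THP-1 cells; compounds (final up to 57.5 uM) added 1 h before LPS (250 ng/mL) and ATP (1.25 mM) stimulation; lower signal means less secretion.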
# * = called active by the depositor; i = inactive; ? = inconclusive; / = not tested or not shown; [ ] = dose if it differs, or a comment. Unless noted, calls come from the whole dose curve; as a rule, active = well fitted curve in the direction sought with a large enough effect; inconclusive = small, poorly fitted or top-dose-only effect, or another doubt; inactive = no such curve, though single readings can be large; an effect the other way counts as inactive or inconclusive.
SMILES	ATXN2 expr inh	IL1B secr inh	HT1080-NT tox	HepG2 viability	KB-3-1 cytotox	SW480 rereplic	ATXN viability	MCF10A rerep	HT1080 IDH1KD tx
CSc1cc(C)c(OCC(=O)Nc2c(C)nn(C)c2C)c(C)c1	0%	0	-6%	-20%	?	2%	i	20%	-4%
COc1ccc(/C=N/NC(=O)c2c(C)n(C)c3ccc(OC)cc23)c(OC)c1	5%	7	22%	17%	?	3%	?	2%	7%
Cc1cccc(C(=O)NCC(=O)OCC(=O)NCCNC(=O)COC(=O)CNC(=O)c2cccc(C)c2)c1	-3%	12	6%	-1%	9%	0%	i	-2%	15%
COc1ccc(NC(=O)C2CCN(c3ccc(Sc4ccc(C)cc4)nn3)CC2)cc1	3%	/	/	-2%	2%	/	i	/	/
CC(=O)N1c2ccc(Cl)cc2C2OCCC2C1c1ccco1 (stereo not given)	0%	0	1%	3%	5%	-2%	i	1%	2%
Cc1csc(CN(C)C(=O)CC2C(=O)NCCN2Cc2ccc(F)cc2Cl)n1 (stereo not given)	-1%	15	8%	5%	18%	-3%	i	17%	16%
c1ccc2c(c1)OCC(c1nnc3sc(-c4ccc5c(c4)OCO5)nn13)O2 (stereo not given)	0%	-4	-1%	-19%	-8%	12%	i	3%	-5%
Cc1cnc(NC(=O)c2cc3c(C)nn(-c4ccccc4)c3s2)s1	14%	17	11µM*	-10%	-11%	?	i	-13%	?
CCOC(=O)c1ccc(CN(Cc2ccccc2)S(=O)(=O)c2cccc([N+](=O)[O-])c2)cc1	?	-3	0%	-18%	7%	-7%	i	0%	4%
Cc1cccc(NS(=O)(=O)c2cccs2)c1	1%	-4	1%	-20%	-3%	-5%	i	-2%	4%
C[C@](N)(Cc1ccc(O)cc1)C(=O)O	1%[5.55 µM]	/	/	/	/	-5%	i[5.17 µM]	6%	/
N#Cc1ccccc1OCC(=O)OCC(=O)N1CCN(C(=O)c2ccco2)CC1	-14%	38	1%	2%	-8%	-1%	i	3%	10%
N#CCCN(C(=S)NC(=O)c1cccs1)c1ccccc1F	16%	4	7%	-2%	11%	0%	i	1%	6%
CC1=C(C(=O)N2CCOCC2)CC(CC(=O)NC(c2ccccc2)c2ccccc2)C(=O)N1Cc1ccc(F)cc1 (stereo not given)	6%	12	2%	3%	18%	/	i	/	11%
NS(=O)(=O)c1ccc(NC(=O)c2c(Cl)cccc2Cl)cc1	?	-4	14%	5%	0%	-15%	i	-8%	?
O=C(CN1C(=O)NC2(CCCCC2)C1=O)N1CCN(S(=O)(=O)c2cccc(F)c2)CC1	-13%	i	0%	33%	0%	?	i	6%	18%
C[C@@H](NC(=O)Cn1ccc(N)nc1=O)c1cccc2ccccc12	8%	-8	8%	16%	14%	-7%	i	-23%	7%
CC(=O)Oc1ccc(Oc2ccc(-c3noc(C)n3)cc2)cc1	8%	0	-3%	1%	0%	11%	i	14%	-29%
CC(=O)CCC(=O)OCC(=O)Nc1ccc(SC(F)F)cc1	1%	-6	11%	10%	3%	0%	i	-5%	16%
CC1=CC(=C(C#N)c2nc3ccccc3s2)C=C(C)N1c1ccc(F)cc1F	9%	-7	21%	1%	-25%	2%	/	1%	4%
Cc1cccc2sc(NC(=O)[C@@H]3CCCN3C(=O)c3cccs3)nc12	5%	16	7%	6%	8%	-6%	?	1%	2%
CC(C)(C)c1cc(C(=O)N/N=C/c2ccc(F)cc2)n(-c2ccccc2)n1	0%	11	-1%	9%	6%	-2%	i	-7%	11%
CC1=Nc2ccccc2N=C(NC(=O)CSC(=S)N2CCCCC2)C1c1ccccc1 (stereo not given)	-2%	-16	0%	6%	-1%	0%	i	30%	-1%
Cc1cc(NS(=O)(=O)c2ccc(NC(=O)CSc3nnc(-c4ccco4)n3N)cc2)nc(C)n1	-14%	0	12%	-1%	4%	/	i	-6%	12%
Cc1cccc(NC(=O)C2CC(=O)OC23CCCCC3)c1 (stereo not given)	-9%	7	-3%	0%	-2%	3%	?	1%	-2%
CCCn1c(-c2cc(OC)c(OC)c(OC)c2)nc2c1c(=O)[nH]c(=O)n2Cc1ccccc1	17%	4	-12%	-29%	0%	-8%	i	17%	-28%
CC(CN1C(C)CCCC1C)OC(=O)c1cccc(F)c1 (stereo not given)	3%	0	12%	-5%	-6%	-12%	i	-3%	11%
COc1ccc(CC(=O)Nc2c(C(=O)Nc3ccc(F)cc3)oc3ccccc23)cc1OC	21%	/	/	-3%	2%	/	i	/	/
CC(=O)c1ccc(S(=O)(=O)NCc2ccc(C(=O)N(C)CC(=O)Nc3cccc(F)c3)cc2)cc1	-8%	5	-7%	-3%	-6%	-1%	i	2%	-15%
O=C(c1ccc2nc(N3CCCCC3)sc2c1)N1CCN(c2ccccn2)CC1	2%	-26	20%	-30%	-3%	5%	i	-1%	-1%

# Complete entries, quoted from the list:
# Cc1cccc(NS(=O)(=O)c2cccs2)c1 reads ATXN2 expr inh = 1%; IL1B secr inh = -4; HT1080-NT tox = 1%; HepG2 viability = -20%; KB-3-1 cytotox = -3%; SW480 rereplic = -5%; ATXN viability = i; MCF10A rerep = -2%; HT1080 IDH1KD tx = 4%
# N#Cc1ccccc1OCC(=O)OCC(=O)N1CCN(C(=O)c2ccco2)CC1 reads ATXN2 expr inh = -14%; IL1B secr inh = 38; HT1080-NT tox = 1%; HepG2 viability = 2%; KB-3-1 cytotox = -8%; SW480 rereplic = -1%; ATXN viability = i; MCF10A rerep = 3%; HT1080 IDH1KD tx = 10%

# Next section:
SMILES	ATXN2 expr inh	IL1B secr inh	HT1080-NT tox	HepG2 viability	KB-3-1 cytotox	SW480 rereplic	ATXN viability	MCF10A rerep	HT1080 IDH1KD tx
Cc1nc(SCC(=O)NNC(=O)c2cccs2)[nH]c(=O)c1C	20%	-22	16%	0%	10%	-7%	i	4%	16%
CCOc1ccccc1N(CC(=O)NC1CCCC1)S(=O)(=O)c1ccc(C)cc1	-28%	0	-13%	-18%	-2%	2%	i	-2%	0%
CCn1c(C)nc2cc(C(=O)N/N=C/c3ccc(OC)cc3)ccc21	-22%	-5	13%	-6%	-2%	-2%	?	10%	13%
COc1ccc2c(CN3CCOCC3)cc(=O)oc2c1	20%	0	19%	-16%	-1%	/	?	/	3%
O=C(CSc1nnc(C2CC2)n1Cc1ccccc1)c1cc2ccccc2o1	4%	2	-1%	-6%	0%	-4%	i	11%	-1%
Cc1cc(C(=O)N/N=C\c2cc(C(C)(C)C)c(O)c(C(C)(C)C)c2)n[nH]1	2%	-6	-7%	-12%	-15%	-3%	i	?	-6%
CC1CCCN(C(=O)CCc2ccccc2)C1 (stereo not given)	78%[activator]	-2	17%	1%	11%	1%	i	2%	20%
Cc1ccccc1OCCSc1nnc(-c2ccc([N+](=O)[O-])cc2)o1	-2%	/	/	-16%	0%	/	i	/	/
CCCCn1c(N)c(N(CC(C)C)C(=O)c2ccc([N+](=O)[O-])o2)c(=O)[nH]c1=O	/	-4	2%	-20%	-2%	6%	?	19%	0%
COc1ccc2ncc(S(=O)(=O)c3ccccc3)c(N3CCC4(CC3)OCCO4)c2c1	-7%	?	-23%	-21%	?	?	i	?	-15%
Cn1c(NC(=O)c2cccs2)c(-c2cccs2)c(=O)c2ccccc21	7%	12	-10%	2%	8%	-3%	i	0%	-6%
CCC(CC)c1nc2cc(OC)c(OC)cc2c(=O)o1	-7%	13	7%	2%	-1%	-5%	i	-6%	-2%
CCN1C(=O)[C@H]2[C@@H](c3ccccc3)N3C(=O)N(c4cccc(F)c4)C(=O)[C@@]3(CC(C)C)[C@H]2C1=O	-2%	15	10%	-1%	0%	-2%	i	-25%	3%
CC(=O)Nc1ccc(C(=O)CSc2nnc3cc(C)c4ccccc4n23)cc1	10%	/	/	6%	2%	/	?	/	/
COc1ccccc1N1CCN(Cc2nc3ccsc3c(=O)[nH]2)CC1	8%	15	6%	-1%	0%	-6%	i	-1%	6%
CCOC(=O)c1[nH]c2ccc(OCC)cc2c1CCCN1C(=O)c2ccccc2C1=O	5%	10	-12%	18%	-2%	?	i	-22%	-22%
Cc1ccc(S(=O)(=O)NC2=NCN(CCOC(=O)c3ccccc3)CN2)cc1	-2%	1	19%	3%	-3%	3%	?	-4%	23%
CCOC(=O)Cc1csc(NC(=O)c2sc3nc4ccc(C)cc4cc3c2N)n1	/	0	16%	-4%	17%	-25%	/	2%	13%
O=C(COC(=O)c1c2ccccc2cc2ccccc12)Nc1ncc(C(F)(F)F)cc1Cl	3%	7	0%	0%	7%	-3%	i	?	1%
CN1/C(=C\C=N\NC(=O)c2cccnc2)C(C)(C)c2ccccc21	?	-4	7%	-1%	5%	-1%	i	4%	3%

# Laid out differently: entries from further up
# Sequence of screens – ATXN2 expr inh	IL1B secr inh	HT1080-NT tox	HepG2 viability	KB-3-1 cytotox	SW480 rereplic	ATXN viability	MCF10A rerep	HT1080 IDH1KD tx
Cc1nc(SCC(=O)NNC(=O)c2cccs2)[nH]c(=O)c1C
 : 20%	-22	16%	0%	10%	-7%	i	4%	16%
COc1ccccc1N1CCN(Cc2nc3ccsc3c(=O)[nH]2)CC1
 : 8%	15	6%	-1%	0%	-6%	i	-1%	6%

# Assay outcomes: PubChem, National Center for Advancing Translational Sciences (NCATS)

# Outcome played no part in choosing rows. About 8.9% of those tested had a hit in this group.
